Assay outcomes deposited in PubChem by The Scripps Research Institute Molecular Screening Center.
Tn7 DDE FP = inhibitors of Tn7 peptide binding to fibrin DD(E), primary screen, biochemical, fluorescence polarization, human fibrin, Tn7 probe | FP displacement of FITC-Tn7 peptide from fibrin DD(E); 0% = median of compound wells per plate | actives 0.13% (n = 370,000) | inhibition, % at 8.3 µM;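 active = inhibition above the mean of compounds falling within the control limits plus 3 SD of them, cut at about 14% in these data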;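 note: 0% = plate median of compound wells and 100% = 10 µM Aha-Tn7 peptide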
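Also added: labelled Tn7 tracer, 0.1 µM; Assay system: human fibrin DD(E) protein; Amount: 2 µM fibrin DD(E); Schedule: 10 min compound pre-incubation, 3 h probe incubation at room temperature; Repeats: one replicate per compound; Read-out basis: percent inhibition; Measured by: fluorescence polarization of the labelled Tn7 tracer.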
TDP2 inh = human TDP2 enzyme inhibitors, primary screen, biochemical, epi absorbance, recombinant enzyme. Tyrosyl-DNA phosphodiesterase 2 (Homo sapiens), O95551. T5PNP hydrolysis, p-nitrophenol absorbance 415 nm. inhibition, % at 12.8 µM. actives 0.34% (n = 370,000). AID 720702, 2013;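 active = inhibition above the mean of all tested compounds plus 3 SD, set per campaign, cut at about 25% in these data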;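 note: 0% = DMSO with enzyme and 100% = buffer with substrate but no TDP2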
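Material: recombinant human TDP2; quantity: TDP2 enzyme at 120 nM final; medium: Tris-HCl pH 7.5 with MgCl2; compound: single concentration, 12.8 µM nominal, with 1% DMSO; incubation: 2 h enzyme incubation at 37 °C; signal: epi absorbance; measure: percent inhibition; benchmarks: high control without enzyme, low control DMSO plus TDP2; repeats: singlicate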
Tn6 DDE FP = inhibitors of Tn6 peptide binding to fibrin DD(E), primary screen, biochemical, fluorescence polarization, human fibrin, Tn6 probe; Fibrinogen beta chain (Homo sapiens), P02675; Fibrin DD(E) TRITC-Tn6 fluorescence polarization displacement; inhibition, % at 8.3 µM; actives 0.21% (n = 370,000); AID 720509, 2013;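 active = inhibition above a per-campaign cutoff: mean of compounds within control limits plus 3 SD, cut at about 15% in these data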;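 note: 0% = median of all compound wells on the plate and 100% = blocking peptide control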
ADAM10 inh = human ADAM10 inhibitors, primary screen, biochemical, QFRET, HTS. Disintegrin and metalloproteinase domain-containing protein 10 (Homo sapiens), O14672. recombinant ADAM10, EDANS/DABCYL FRET peptide cleavage, 3 h. inhibition, % at 7 µM. actives 0.62% (n = 370,000). AID 720582, 2013;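 active = inhibition above a per-campaign cutoff equal to the mean of compounds falling between control-based bounds plus 3 SD, cut at about 20% in these data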;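 note: 0% = DMSO wells while the 100% control is not disclosed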
Target sequence (O14672 214-748 limits assumed): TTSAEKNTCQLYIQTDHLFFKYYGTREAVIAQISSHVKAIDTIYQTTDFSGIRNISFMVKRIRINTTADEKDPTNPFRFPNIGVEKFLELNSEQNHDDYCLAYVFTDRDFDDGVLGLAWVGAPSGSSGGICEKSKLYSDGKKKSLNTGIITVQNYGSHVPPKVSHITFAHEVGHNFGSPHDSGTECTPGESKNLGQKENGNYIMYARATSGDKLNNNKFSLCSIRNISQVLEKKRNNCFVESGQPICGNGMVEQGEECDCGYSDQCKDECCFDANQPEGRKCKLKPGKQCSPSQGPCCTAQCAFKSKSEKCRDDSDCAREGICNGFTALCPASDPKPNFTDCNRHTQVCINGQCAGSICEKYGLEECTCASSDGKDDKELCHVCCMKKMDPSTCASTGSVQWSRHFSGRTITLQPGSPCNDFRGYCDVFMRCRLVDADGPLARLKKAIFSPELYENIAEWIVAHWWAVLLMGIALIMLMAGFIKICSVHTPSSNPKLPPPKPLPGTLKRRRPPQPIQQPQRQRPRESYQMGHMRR
ADAM17 inh = ADAM17 inhibitors, primary screen, biochemical, QFRET | Disintegrin and metalloproteinase domain-containing protein 17 (Homo sapiens), P78536 | recombinant ADAM17, EDANS/DABCYL FRET peptide cleavage | inhibition, % at 6.95 µM | actives 0.83% (n = 370,000) | AID 720648, 2013;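 active = inhibition above the mean of compounds lying between control limits plus 3 SD, set per campaign, cut at about 8.5% in these data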;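 note: 0% = DMSO-only wells as the low control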
ARFGAP1 inhibitor = inhibitors of rat ARFGAP1 GAP activity, primary screen, biochemical, fluorescence polarization, GDP tracer | ADP-ribosylation factor GTPase-activating protein 1 (Rattus norvegicus), Q62848 | Arfgap1-stimulated ARF1 GTP hydrolysis, GDP FP detection | inhibition, % at 16.5 µM | actives 0.26% (n = 360,000) | AID 651572, 2012;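 active = inhibition above a per-plate limit, mean inhibition of low control wells plus 3 SD, cut at about 25% in these data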;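 note: 0% = DMSO wells with enzyme and 100% = wells lacking Arfgap1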
Target sequence (Q62848 1-136 limits assumed): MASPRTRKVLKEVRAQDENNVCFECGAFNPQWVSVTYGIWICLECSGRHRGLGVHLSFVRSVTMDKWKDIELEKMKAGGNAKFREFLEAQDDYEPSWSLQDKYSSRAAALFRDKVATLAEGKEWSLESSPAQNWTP
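Material: rat Arfgap1 catalytic domain, aa 1-136; also added: human ARF1(Δ1-17)-GTP substrate; compound dosing: one concentration, 16.5 µM, DMSO 1.26%; incubation: GTP hydrolysis reaction 2 h at 25 °C; measured by: Tracer-displacement fluorescence polarization with EDTA stop, 620/688 nm; evaluation: % inhibition from polarization; repeats: one replicate per compound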
proKLK7 act = proKLK7 zymogen activators, primary screen, biochemical, fluorescence intensity | Kallikrein-7 (Homo sapiens), P49862 | purified proKLK7, EDANS-DABCYL substrate fluorescence; 100% is mature enzyme control, 0% vehicle | activation, % at 7 µM | actives 0.9% (n = 370,000);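 active = activation above the mean of all tested compounds plus 3 SD, computed per campaign excluding outliers beyond control limits, cut at about 13% in these data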
LEDGF integ inh = blockers of LEDGF/p75-dependent integrase strand transfer – biochemical, TR-FRET, high throughput, primary screen; TR-FRET IN-LEDGF/p75 DNA integration, Eu/Cy5; inhibition, % at 3.7 µM; actives 0.64% (n = 370,000); AID 743269, 2014;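 active = inhibition above the screen-wide mean plus 3 SD, cut at about 13% in these data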;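 note: signal is the Cy5 over europium emission ratio at 671 and 618 nm; 0% = plate median of compound wells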
PLC-gamma1 inh = PLC-gamma1 enzyme inhibitors, primary screen, biochemical, fluorescence, purified enzyme; 1-phosphatidylinositol 4,5-bisphosphate phosphodiesterase gamma-1 (Homo sapiens), P19174; fluorogenic substrate; inhibition, % at 12.2 µM; actives 0.84% (n = 370,000); AID 720700, 2013; in the data active = inhibition above about 9.5%
ASAP1 inh = inhibitors of human ASAP1 ArfGAP activity, primary screen, biochemical, fluorescence polarization | Arf-GAP with SH3 domain, ANK repeat and PH domain-containing protein 1 (Homo sapiens), … | ASAP1-stimulated ARF1 GTP hydrolysis, GDP FP detection | inhibition, % at 16.5 µM | actives 0.19% (n = 360,000) | AID 624377, 2012; in the data active = inhibition above about 25%;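 note: 0% = vehicle with enzyme and substrate and 100% = no enzyme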
Target sequence (Q9ULH1 325-724 limits assumed): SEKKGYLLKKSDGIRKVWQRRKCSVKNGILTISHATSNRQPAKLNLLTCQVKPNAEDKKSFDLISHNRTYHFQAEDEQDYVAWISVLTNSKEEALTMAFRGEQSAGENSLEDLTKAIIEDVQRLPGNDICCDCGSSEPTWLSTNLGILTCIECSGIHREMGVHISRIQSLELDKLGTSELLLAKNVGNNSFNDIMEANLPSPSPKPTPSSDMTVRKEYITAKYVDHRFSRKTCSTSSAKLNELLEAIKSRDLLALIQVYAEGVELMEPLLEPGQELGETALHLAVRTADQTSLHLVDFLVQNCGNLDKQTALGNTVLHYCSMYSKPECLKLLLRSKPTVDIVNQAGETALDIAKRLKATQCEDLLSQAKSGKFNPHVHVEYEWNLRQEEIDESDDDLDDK
* marks the source's active call; other numbers are inactive results; & = joins results of further samples.

SMILES	Tn7 DDE FP	TDP2 inh	Tn6 DDE FP	ADAM10 inh	ADAM17 inh	ARFGAP1 inhibitor	proKLK7 act	LEDGF integ inh	PLC-gamma1 inh	ASAP1 inh
CC1CN(C(=O)COC(=O)c2ccc(NC(=O)CC#N)cc2)CC(C)O1 (centres undefined)	7	8	8	-6	-3	7	-0.3	1	-9	8
O=C(c1ccccc1)N1CCN(C2CC(=O)N(CCc3ccccc3)C2=O)CC1 (centres undefined)	-2	-16	8	14	1	1	0.5	1	4	6
O=C(Cn1nnc(-c2ccccc2)n1)N=Nc1c(O)[nH]c2ccccc12	1	1	-4	-8	-3	-5	-0.2	0	0	-2
CNC(=O)N(O)C1N(/N=C/c2cc(Br)ccc2O)C(=S)SC1(C)C (centres undefined)	1	-2	-2	-1	-2	5	-2.2	0	-38	3
O=C(CCCc1c[nH]c2ccccc12)NCc1ccccc1C(F)(F)F	-6	-21	-1	0	-9	11	-0.3	-3	1	5
CCOC(=O)C(C)N1N=C(/C=C/c2ccc(OC)cc2)CCC1=O (centres undefined)	-1	-9	-6	-1	1	-5	1.2	-3	-1	-4
COc1ccccc1NS(=O)(=O)c1cccc(C(=O)N2CCN(Cc3ccc4c(c3)OCO4)CC2)c1	3	17	6	2	-2	9	-0.1	0	5	-15
O=C1c2ccccc2C(c2nnnn2-c2ccc3c(c2)OCCO3)N1CCCn1ccnc1 (centres undefined)	-2	-7	0	3	-2	1	0.2	2	7	-16
Cc1sc2nc(SCC(=O)NCc3ccco3)n(-c3ccccc3)c(=O)c2c1C	-4	6	2	-5	-1	-3	0.5	2	2	1
CC(=O)N1CCC(N(CCN2CCOCC2)C(=S)Nc2ccc(C)c(C)c2)CC1	3	6	-1	-8	-4	-18	-0.6	3	3	-5
O=C(N/N=C/c1ccoc1)c1ccccc1O	-6	6	-2	-10	-4	6	-0.5	-2	-18	0
Cc1ccc(C2=NOC3(CC(=O)N(c4ccccc4)C3=O)C2)cc1 (centres undefined)	-4	0	4	0	0	-4	0.6	-3	-1	-7
O=c1c2ccccc2nc(-c2ccc(Cl)c(Cl)c2)n1O	-1	7	2	-5	-4	8	-0.2	1	-3	-1
CCOC(=O)c1c(NC(=O)c2cc3n(n2)C(C(F)(F)F)CC(c2cccs2)N3)sc(C)c1C (centres undefined)	2	10	0	3	-3	10	0.7	2	-9	-4
CC(C)NC(=O)C1Cc2c(-c3ccccc3Oc3ccccc3)ccnc2O1 (centres undefined)	-3	-5	-1	-19	-1	-2	0.3	4	3	2
CCOc1ccc(NC(=S)Nc2cccnc2)cc1	12	4	7	1	-5	-5	-0.1	-4	-1	-3
O=C(NNC(=O)c1ccccc1OCc1ccccc1)c1ccccc1F	4	6	10	0	0	1	-0.2	-4	3	4
COc1cc(/C=N/Nc2nc(Nc3ccccc3)nc(N3CCOCC3)n2)ccc1OC(=O)c1ccco1	-4	-20	-4	-2	6	14	0.1	1	3	11
CC(=O)[C@@]1(O)CCC2C3C=CC4=CC(=O)CC[C@]4(C)C3CC[C@@]21C (some centres undefined)	-2	-3	2	-6	-2	-5	0.5	3	-6	0
Cc1ccc(C(=O)NCC(=O)OCC(=O)Nc2cc(S(=O)(=O)N3CCOCC3)ccc2C)cc1	3	-8	-4	-5	-3	3	-0.4	-7	0	-4
O=C(Nc1cccc(F)c1)Nc1ccnn1C1CCN(C(=O)c2ccccn2)CC1	4	-17	-10	-10	-7	13	-0.4	1	7	-3
N#CC1=C2N=C(N)c3ccccc3N2C2=C(C(=O)CCC2)C1c1ccc(Cl)cc1 (centres undefined)	0	1	-7	-30	-7	14	-0.6	5	-48	4
COc1cccc(/C=C/C(=O)OCC(=O)NCCc2ccccc2)c1	-3	0	1	-123	-36	7	2.0	0	-63	6
Cc1noc(C)c1S(=O)(=O)N(CC(=O)NCCc1ccccc1)c1ccc(C(C)C)cc1	2	1	-4	4	1	-1	-0.1	0	3	13
CN(C)S(=O)(=O)c1ccc2c(c1)/C(=C/c1cc3c([nH]1)CCCC3)C(=O)N2	-6	6	0	-1	-2	1	-0.4	1	-12	14
C/C(Cl)=C/Cc1c(C)[nH]c2ccc(C)cc2c1=O	13	-2	3	3	-4	-8	0.1	0	-1	2
O=C1/C(=N\S(=O)(=O)c2cccs2)C([n+]2ccccc2)=C([O-])c2ccccc21	4	8	3	10	0	-5	0.1	5	8	3
O=C(CSc1nc2ccccc2c(=O)n1-c1ccc(Cl)c(Cl)c1)Nc1ccc2c(c1)CCC2	4	-11	0	-2	3	-9	0.2	4	11*	2
CCOCCCNC(=O)C1CCN(S(=O)(=O)N2CC(C)CC(C)C2)CC1 (centres undefined)	-7	-9	-1	1	-2	-4	-0.6	0	2	-8
Cn1cnc(S(=O)(=O)NC2CCN(Cc3c(F)cccc3Cl)CC2)c1	-5	-6	-5	8	-1	3	-0.3	0	5	4
Nc1nc(Nc2cccc(Cl)c2)nc(NCCO)c1[N+](=O)[O-]	6	-3	-11	-8	2	20	-0.6	0	4	2
COC(=O)c1ccc(Oc2nc(C)cc(Oc3ccccc3)n2)cc1	-2	-9	-1	2	1	3	0.1	5	2	9
O=C(CSCC(=O)N1CCOCC1)Nc1nc(-c2ccccc2)cs1	1	2	-1	1	-4	-3	1.1	-3	3	10
COC(=O)C1=C(N)N(c2ccc(F)cc2)C2=C(C(=O)CCC2)C1c1ccc2c(c1)OCO2 (centres undefined)	-5	0	-3	-9	4	-1	0.8	18*	5	1
COc1cc2c(cc1OC)C(C(=O)Nc1ccccn1)C(c1cccnc1)N(C)C2=O (centres undefined)	1	5	3	-8	-1	-1	-0.9	-1	1	-4
O=C(COc1ccc(Cl)cc1Cl)Nc1ccc(C(=O)Nc2ccccc2C(=O)O)cc1	10	8	4	-2	-1	7	-1.1	0	-16	8
Cc1cc(F)ccc1S(=O)(=O)NCC1CC2CCC1C2 (centres undefined)	0	-12	6	16	1	3	0.3	0	8	1
NC(=O)N/N=C/c1ccccc1OCc1cccc2ccccc12	1	0	5	-3	-2	1	0.1	-3	2	-2
CCOc1ccccc1CNS(=O)(=O)c1cnc[nH]1	-6	0	-7	7	0	11	-0.5	2	3	6
CCOc1ccccc1NS(=O)(=O)c1ccc2c(c1)n(C)c(=O)c(=O)n2C	-6	0	3	-3	0	10	-0.1	-1	6	-6

As a short view, some entries already given:
SMILES	Tn7 DDE FP	TDP2 inh	Tn6 DDE FP	ADAM10 inh	ADAM17 inh	ARFGAP1 inhibitor	proKLK7 act	LEDGF integ inh	PLC-gamma1 inh	ASAP1 inh
Nc1nc(Nc2cccc(Cl)c2)nc(NCCO)c1[N+](=O)[O-]	6	-3	-11	-8	2	20	-0.6	0	4	2
COC(=O)c1ccc(Oc2nc(C)cc(Oc3ccccc3)n2)cc1	-2	-9	-1	2	1	3	0.1	5	2	9

Following part.
SMILES	Tn7 DDE FP	TDP2 inh	Tn6 DDE FP	ADAM10 inh	ADAM17 inh	ARFGAP1 inhibitor	proKLK7 act	LEDGF integ inh	PLC-gamma1 inh	ASAP1 inh
CCC(C)C(NC(=O)C1CCC(C)CC1)C(=O)NCc1ccco1 (centres undefined)	0	-6	-1	-4	5	1	-0.7	0	4	-8
CC(C)(C)n1nnnc1C(c1ccccc1)N1CCN(c2ncccc2C(F)(F)F)CC1 (centres undefined)	10&-1	-8&-4	7&2	0&10	-1&0	12&-3	0.1&0.1	1&0	1&4	6&-7
CCOCc1nnc(NC(=O)CCC2CCCCC2)s1	-5	-6	1	5	0	-4	-0.7	1	-2	10
COc1ccc(CCNC(=O)C(=O)c2cn(CC(=O)N3CCCC3)c3ccccc23)cc1OC	-3	-6	1	0	-2	4	0.1	7	-3	-3
CN(C)c1ccc(CNC(=O)CN(C)S(=O)(=O)c2cccc3cccnc23)cc1	0	3	0	-10	0	3	0.4	-2	-4	4
CC1CCC(NC(=O)CN2C(=O)c3ccccc3S2(=O)=O)CC1 (centres undefined)	1	-12	-6	10	8	-1	0.2	0	12*	-2
O=C(Nc1ccccc1)N1CCC(C(=O)N2CCN(c3ccccc3F)CC2)CC1	-5	1	7	2	1	-2	-0.2	2	2	4
Cc1ccc(S(=O)(=O)N2CCCCC2C)cc1[N+](=O)[O-] (centres undefined)	1	-8	-6	4	2	-11	-0.3	2	6	-1
Cc1onc(-c2ccccc2)c1C(=O)N/N=C/c1ccco1	6	-7	-9	-7	-3	9	-0.6	-1	-4	-10
COC(=O)C1CC(c2c(OC)cc(OC)cc2OC)=NO1 (centres undefined)	-1	-2	-7	2	1	-6	-0.2	4	5	-1
O=C(Nc1cccc2cccnc12)c1cccc(N2C(=O)CCC2=O)c1	0	14	-5	-9	-2	-12	0.1	-2	1	-8
COc1ccc(NC(=O)c2csc3c2CCCCC3)c(OC)c1	2	6	-1	7	-1	-8	0.3	-2	1	13
Cc1ccc2nc(Cl)c(/C=C/C(=O)c3ccco3)cc2c1	-1	20	2	-1	-2	1	0.4	2	-3	9
Cc1occc1C(=O)N/N=C/c1c(O)ccc2ccccc12	5	9	-8	-62	-15	-11	-48	-2	-13	-12
CN1CCc2c(sc3c2C(=O)NC(c2cccc(OC(=O)c4cccs4)c2)N3)C1 (centres undefined)	-16	2	-2	-210	-58	-1	-0.2	6	-82	4
Nc1nc(Cl)cc(Sc2ccc(F)cc2)n1	-1	1	8	8	4	-4	0.4	2	4	-22
Cn1c(CC(=O)Nc2ccc(F)cc2)c(Sc2ccccc2)c2ccccc21	3	-3	1	3	-2	8	-0.6	-3	-1	-8
Cn1cc(CCC(=O)N2CCCC(CCC(=O)NCc3ccc(F)c(F)c3)C2)cn1 (centres undefined)	1	0	9	-5	-1	-6	0.9	2	1	-14
